# Source: PubChem BioAssay
# SV40 large T antigen: TAg ATPase/helicase activity blockers – biochemical (AID 1903) | SV40 large T antigen ATPase/helicase inhibition assay; higher % means a stronger effect | inhibition, % at 20 µM; hits with a dose series show IC50 in µM | 310,000 compounds, 0.39% hits; in the data active means a potency from the dose series; inconclusive means inhibition mostly from about 32% at the one dose, without a potency; inactive means the rest, 99 in 100 with inhibition below about 32%; further: strong numbers were not always called active
# RSV CPE inhibition: inhibition of RSV-induced cytopathic effect – HEp-2 cells, primary 10 µM value included (AID 2391) | HEp-2 cells, RSV-induced CPE inhibition; higher % means a stronger effect | one-dose CPE inhibition, % at 10 µM; IC50 in µM for titrated hits | 310,000 compounds, 0.13% hits; in the data active means a potency from the dose series; inconclusive means CPE inhibition mostly from about 23% at the one dose, without a potency; inactive means the rest, 99 in 100 with CPE inhibition below about 21%; further: strong numbers were not always called active
# West Nile antiviral: West Nile virus antiviral activity, cell-based, CPE readout (AID 1621); West Nile virus-infected cells, CPE inhibition; higher % means a stronger effect; one-dose CPE inhibition, % at 10 µM; IC50 in µM for titrated hits; 290,000 compounds, 0.02% hits; in the data active means a potency from the dose series; inconclusive means CPE inhibition mostly from about 3.7% at the one dose, without a potency; inactive means the rest, 99 in 100 with CPE inhibition below about 2.2%; further: strong numbers were not always called active
# NS5 inhibitors: flavivirus cap methylation enzyme inhibition – biochemical, confirmation dose response, primary screen (AID 588689) | Dengue-2 NS5 methyltransferase capping enzyme assay, biochemical; higher % means a stronger effect | inhibition, % at 25 µM, or IC50 in µM where a hit was titrated | 340,000 compounds, 0.3% hits; in the data active means a potency from the dose series; inconclusive means inhibition above about 29% without an active follow-up result
# PhoP inhibition: inhibitors of PhoP regulon expression, primary screen, Salmonella Typhimurium, GFP reporter (AID 1863) | S. Typhimurium PhoP-regulated promoter GFP reporter, 4 h; higher % means a stronger effect | inhibition, % at 50 µM; hits with a dose series show IC50 in µM | 300,000 compounds, 0.16% hits;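 active means inhibition over 29.93%, a cutoff 3 SD above the screen mean, later confirmed by dose response; inconclusive means inhibition over 29.93% but no dose response follow-up; inactive means inhibition at most 29.93% or unconfirmed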;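 further: 0% = low Mg2+ inducing control and 100% = high Mg2+ repressing control; strong numbers were not always called active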
# NTR1 ag: NTR1-driven beta-arrestin-GFP spot formation – imaging, U2OS cells, high content, primary screen (AID 493036); 330,000 compounds, 0.17% hits; P30989; activation, % at 20 µM; agonist mode;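 active means activation at or above 40% of the spot to cytoplasm intensity ratio, with at least 20 cells analyzed; inconclusive means wells under 20 cells, flagged as cytotoxic or low count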;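 further: 0% = DMSO without peptide and 100% = 100 nM NTR1 peptide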
# Target sequence (P30989 whole entry, looked up): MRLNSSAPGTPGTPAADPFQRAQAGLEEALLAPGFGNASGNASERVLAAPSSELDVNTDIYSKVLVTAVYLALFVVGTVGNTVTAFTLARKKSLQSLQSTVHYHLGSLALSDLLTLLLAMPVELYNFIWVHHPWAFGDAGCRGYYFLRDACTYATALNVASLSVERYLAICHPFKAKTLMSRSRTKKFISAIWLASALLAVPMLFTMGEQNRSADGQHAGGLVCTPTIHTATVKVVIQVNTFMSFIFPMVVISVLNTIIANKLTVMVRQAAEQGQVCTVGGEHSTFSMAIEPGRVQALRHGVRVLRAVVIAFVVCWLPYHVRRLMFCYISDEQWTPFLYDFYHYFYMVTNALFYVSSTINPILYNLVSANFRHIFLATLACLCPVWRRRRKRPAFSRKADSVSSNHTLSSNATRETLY
# MgcRacGAP inhibition: MgcRacGAP GTPase-activating activity inhibitors, confirmation, biochemical, ADP Hunter fluorescence; 340,000 compounds, 0.6% hits; inhibition, % at 30 µM, or IC50 in µM where a hit was titrated; MgcRacGAP-stimulated Rac1 GTP hydrolysis, ADP Hunter fluorescence; higher % means a stronger effect; GST-tagged Rac1 F28L mutant substrate;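 active means first-screen hits whose inhibition reached a set limit at any dose in the follow-up dose series; inconclusive means inhibition above the set first-screen limit but never retested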;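 further: fluorescence reports GDP produced by GAP-driven GTP hydrolysis; strong numbers were not always called active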
# T cell modulator: modulates CD8 T cell binding to vesicles; calls only at 7 µM; 330,000 compounds, 0.068% hits; 2C CD8+ T cell-vesicle binding, flow cytometry; hits give low values;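 active means response, share of CD8 T cells binding vesicles, and their 90th percentile fluorescence all below set limits, cut at about 80% in these data, passing the limit was not always enough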
#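 Also added: QL9-peptide-loaded Drosophila micro-vesicles bearing Ld, ICAM-1 and B7-1; Test system: purified 2C TCR transgenic mouse naive CD8+ T cells; Measured by: cytometric PE anti-B7-1 and Alexa647 anti-CD8 signals after 1% paraformaldehyde fixation; Timing: binding step 1.5 h, 37 °C, antibody labelling 20 min, ice.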
# K1F lysis inhibition: inhibition of K1F phage lysis, E. coli UTI89, bacterial capsule biogenesis inhibitors, alamar blue (AID 488966) | E. coli UTI89 K1F phage lysis, alamar blue, 2 h; higher % means a stronger effect | one-dose inhibition, % at 100 µM; IC50 in µM for titrated hits | 340,000 compounds, 0.02% hits;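 active means phage lysis inhibition, versus mean bacterial control, above a set limit; inconclusive means no clear call, values can overlap the other calls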;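 further: capsule biogenesis inhibitors block K1F phage lysis so surviving cells raise fluorescence; higher fluorescence means more inhibition of phage lysis; actives were called in the ten point dose series up to 300 µM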
# T cell modulator vesicle-bound %: also measured in T cell modulator; calls as there; double positive events, %; measured here: CD8+ vesicle-bound cell fraction;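 binding gate set so that unloaded-vesicle control wells show 10% double positive cells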
# NTR1 ag cell count 20 µM: further read-out of NTR1 ag, marked with its call; cell count; measured here: cell count, cytotoxicity flag
# NS5 inhibitors pilot replicate: also measured in NS5 inhibitors; calls as there; inhibition, %; measured here: pilot screen replicate inhibition
# An asterisk follows results filed as active; i = inactive; ? = inconclusive; . = not tested or not shown; [ ] = dose if it differs, or a comment.
# Sample of the layout, 2 compounds:
SMILES,SV40 large T antigen,RSV CPE inhibition,West Nile antiviral,NS5 inhibitors,PhoP inhibition,NTR1 ag,NTR1 ag cell count 20 µM,MgcRacGAP inhibition,T cell modulator,T cell modulator vesicle-bound %,K1F lysis inhibition,others
CCCN(Cc1ccccc1)C(=S)Nc1ccc(SC(F)F)cc1,3%,.,-0.9%,-1%,-4%,.,.,4%,.,.,0.0%,
COc1ccc(S(=O)(=O)N(C)C2(C)CCS(=O)(=O)C2)cc1OC (stereo not given),0%,0.4%,.,1%,5%,0.0,65,4%,i,49,1.4%[50 µM],

# This part in full, previewed entries included:
SMILES,SV40 large T antigen,RSV CPE inhibition,West Nile antiviral,NS5 inhibitors,PhoP inhibition,NTR1 ag,NTR1 ag cell count 20 µM,MgcRacGAP inhibition,T cell modulator,T cell modulator vesicle-bound %,K1F lysis inhibition,others
CCCN(Cc1ccccc1)C(=S)Nc1ccc(SC(F)F)cc1,3%,.,-0.9%,-1%,-4%,.,.,4%,.,.,0.0%,
COc1ccc(S(=O)(=O)N(C)C2(C)CCS(=O)(=O)C2)cc1OC (stereo not given),0%,0.4%,.,1%,5%,0.0,65,4%,i,49,1.4%[50 µM],
C=CCC(=O)NC(C)c1cnn(-c2ccccc2C)c1C (stereo not given),15%,1.2%,-0.8%,1%,0%,2.3,56,-7%,i,19,-0.2%,
COc1ccc(CN(C)CC(=O)Nc2cccc(S(=O)(=O)N3CCCC3)c2)cc1F,.,.,.,-5%,.,-0.7,40,3%,i,20,0.2%[50 µM],
CC(Nc1nc(N2CCNCC2)nc2ccccc12)c1ccccc1 (stereo not given),-3%,16%,?,-2%,23%,-1.2,65,8%,i,19,2.7%,
Nc1cc(N)nc(SCc2cc(=O)oc3cc4c(cc23)CCC4)n1,-2%,19%,0.5%,-6%,43%,-0.7,78,3%,i,55,-0.3%,
O=C(Nc1ccccc1Cl)c1cccc(NC(=O)C2C3CC4OC(=O)C2C4C3)c1 (stereo not given),11%,2.0%,-0.4%,-1%,-2%,-0.9,55,4%,i,28,0.8%,NS5 inhibitors pilot replicate=2.9
Cc1ncc(CN2CCN(Cc3ccccc3)C(CCO)C2)s1 (stereo not given),4%,-0.4%,-0.5%,-2%,-5%,0.7,50,10%,i,33,0.1%,
CC(=O)Nc1cccc(NC(=O)C(=O)NCC(c2ccco2)N2CCc3ccccc3C2)c1 (stereo not given),11%,?,.,-2%,-6%,1.3,47,7%,i,56,1.2%[50 µM],
COc1ccc(-c2nnc(SCC(=O)N3c4ccccc4Sc4ccccc43)o2)cc1,11%,?,-0.5%,12%,1%,-0.8,96,11%,i,33,1.7%,
COC(=O)c1ccc(CSc2nnnn2-c2ccc(C)cc2C)o1,15%,8.5%,-1.0%,-1%,-5%,2.7,31,-3%,i,63,1.3%,
CNS(=O)(=O)c1cnccc1N1CCN(C)CC1,1%,0.3%,-0.6%,-11%,-10%,-0.7,63,9%,i,31,3.8%,
Cc1ccc(OCCC(=O)Nc2ccc3c(c2)OCO3)cc1,.,0.1%,.,-1%,.,-2.2,60,1%,i,42,0.2%[50 µM],
COc1ccc(NS(=O)(=O)c2cccc(C(=O)N/N=C/c3ccc(O)cc3)c2)cc1,15%,1.9%,0.3%,-7%,0%,2.8,72,16%,i,29,0.1%,
COc1ccc(/C=N/NC(=O)C(=O)NCc2cccnc2)cc1OC,10%,1.0%,0.1%,-1%,21%,-0.4,44,-5%,i,42,-0.2%,
O=C(NCCn1cc(SCc2ccccc2F)c2ccccc21)c1c(F)cccc1F,9%,4.2%,0.0%,-3%,5%,6.3,79,11%,i,47,-0.8%,
COc1ccc(OC)c(C(c2nnnn2C2CCCC2)N2CCc3ccccc3C2)c1 (stereo not given),4%,44%,.,.,17%,3.2,55,-4%,i,33,0.4%,
COc1ccc(NC(=O)c2cccc(S(=O)(=O)N3CCCCCC3)c2)cc1,10%,21%,0.1%,-15%,-3%,1.0,54,6%,i,32,0.0%,
CCCn1c(SCC(=O)N2c3ccccc3Sc3ccccc32)nc2c1c(=O)n(C)c(=O)n2C,0%,9.1%,1.4%,2%,1%,13,80,-2%,i,21,-0.4%,
CCn1cc(C2=NOC(C(=O)Nc3cc(OC)c(Cl)cc3OC)C2)c(C)n1 (stereo not given),6%,-0.1%,-0.3%,1%,3%,-0.8,85,1%,i,8,0.2%,
Cc1nc(NC(=O)C2CC2)sc1C(=O)N1CCCCC1,4%,1.9%,0.1%,-4%,-7%,-0.1,38,5%,i,36,4.3%,
CC1=NN(c2ccc(C)cc2C)C(=O)C1C(c1cccc(O)c1)C1C(=O)N(c2ccc(C)cc2C)N=C1C (stereo not given),16%,0.1%,-0.7%,27%,-19%,1.5,90,7%,i,47,0.7%,
C[C@]12c3[nH]c4ccccc4c3CCN1C(=O)C(CC(=O)NCCC1=CCCCC1)C[C@@H]2C(=O)N1CCCCC1 (stereo not given in full),.,.,.,0%,.,4.8,60,6%,i,12,0.3%,NS5 inhibitors pilot replicate=-0.6
CCOC(=O)N1CCN(C(=O)c2ccc(OC(C)=O)cc2)CC1,-11%,-1.7%,1.8%,0%,3%,-1.1,40,2%,i,49,-3.0%,
COc1ccc(C(=O)CC(CC(=O)c2ccc(OC)cc2)C(=O)O)cc1,15%,1.9%,.,-4%,.,3.6,93,4%,i,27,-0.8%,
CC(C)c1ccc(N=Cc2c(O)c3ccccc3oc2=O)cc1,6%,1.5%,0.2%,-1%,2%,4.9,67,7%,i,61,0.3%,
CNC(=O)COC(=O)c1cc2c(s1)CCCC2,7%,1.9%,0.3%,-8%,6%,-0.9,78,4%,i,29,0.5%,
CCOc1ccc(NC(=O)CN(C)C(=O)c2ccc(-c3ccc(C(C)=O)cc3)o2)cc1OCC,17%,0.9%,.,-4%,0%,1.0,60,5%,i,44,0.8%[50 µM],
COc1ccc(NC(=O)C2CCCN2S(=O)(=O)c2cccc3cccnc23)c(OC)c1 (stereo not given),0%,7.4%,-0.4%,-1%,4%,0.1,66,7%,i,46,-5.5%,
Cn1c(CC(=O)NNC(=O)c2ccc(F)cc2Cl)nc2ccccc21,.,2.9%,.,-2%,.,-0.6,49,4%,i,10,0.5%[50 µM],
CCOC(=O)C1Cc2ccccc2C(=O)O1 (stereo not given),5%,1.4%,-1.2%,-6%,0%,-0.8,50,-20%,i,25,-0.1%,
Cc1ccc(OCCC(=O)OCC(=O)NC(=O)NC2CCCC2)cc1,26%,1.7%,.,-8%,8%,1.8,63,6%,i,23,0.2%[50 µM],
COc1ccccc1CNC(=O)c1cc(-c2cccnc2)nc2ccccc12,6%,-0.8%,1.4%,6%,-7%,0.5,56,8%,i,27,0.0%,
OCC1(Cc2ccccc2)CCCN(Cc2ccn[nH]2)C1 (stereo not given),7%,-2.1%,0.1%,1%,-10%,0.7,76,12%,i,47,0.7%[50 µM],
COc1cc(/C=C(\C#N)C(=O)NCC2CCCO2)ccc1O (stereo not given),?,1.7%,0.6%,-1%,9%,-1.1,62,?,i,44,2.6%[50 µM],
c1nc(N2CCOCC2)c2c3c(sc2n1)CCCC3,-6%,11%,0.9%,-3%,2%,-0.8,80,10%,i,24,0.1%,
COc1ccc(C2c3c(noc3C)CC(C)(O)C2C(C)=O)cc1 (stereo not given),11%,.,0.1%,-9%,1%,-0.1,43,11%,i,39,0.4%,
O=C(NCCc1ccc(Cl)cc1)c1ccc2nccnc2c1,2%,0.8%,-0.3%,-6%,0%,1.4,60,8%,i,11,0.0%,
CC(C)CCC1(CCNC(C)c2cccs2)CCOC(C)(C)C1 (stereo not given),-4%,-2.1%,-0.4%,3%,-12%,0.7,44,2%,i,36,0.3%,
COc1cc(CNC(C)(C)CO)ccc1OCC(=O)Nc1ccc(Br)cc1,10%,-2.2%,12%,-3%,-2%,0.5,59,9%,i,7,-0.1%,
Cc1ccc(C(=O)Nc2ccc(S(=O)(=O)N3CCOCC3)cc2)cc1Br,2%,0.5%,.,.,.,4.6,46,.,i,25,.,
CN(C)c1ccc(/C=C2\SC(N3CCCCC3)=NC2=O)cc1,14%,5.9%,-1.5%,-88%,-8%,5.1,71,14%,i,14,0.6%,
CCN(CC(=O)NCc1ccc(Cl)cc1)C(=O)c1cc(S(=O)(=O)N2CCOCC2)ccc1C,.,.,.,4%,.,-1.1,60,2%,i,42,0.3%[50 µM],
CCn1c(=O)cc(OCC(=O)N2CCCC2)c2ccccc21,1%,-2.1%,0.4%,-7%,2%,-1.2,54,1%,i,65,-0.3%,
CCc1cccc(CC)c1NC(=S)Nc1ccc2cn[nH]c2c1,15%,-1.2%,0.0%,0%,-4%,2.8,58,24%,i,56,1.5%[50 µM],
CC(NC(=O)COC(=O)c1ccc2c(c1)OCCO2)c1ccccc1 (stereo not given),.,.,.,-8%,.,3.1,74,3%,i,32,-1.1%,
O=c1c2ccccc2nc(SCCN2CCCCC2)n1CCc1ccccc1,-2%,-2.1%,-1.1%,-11%,-7%,3.3,88,3%,i,20,4.2%,
CCC1CCCCN1C(=O)CSc1nnc(CNC(=O)c2ccco2)o1 (stereo not given),-10%,1.8%,0.1%,3%,6%,-0.9,55,3%,i,32,1.3%,
N#Cc1ccc(CSc2nnc(-c3ccccn3)n2-c2ccccc2)cc1,20%,0.6%,0.0%,0%,-2%,-1.2,40,14%,i,13,0.8%,
Cn1c(SCc2c(F)cccc2Cl)nc2c(c1=O)SCC2,3%,9.6%,-0.7%,3%,-7%,9.7,54,3%,i,25,0.0%,
O=c1c(Oc2ccccc2F)coc2cc(OCc3cnn(-c4ccccc4)c3)ccc12,-11%,-0.5%,-0.3%,-2%,10%,0.7,80,11%,i,39,0.1%,
Clc1ccc(COn2nnc3ccccc32)c(Cl)c1,3%,5.3%,0.1%,3%,5%,-2.0,48,1%,i,28,2.5%,
Cc1c(Cc2ccccc2)c(=O)oc2c(C)c(OCC(=O)N3CCC(C(=O)O)CC3)ccc12,.,2.1%,1.2%,-1%,.,3.4,88,-1%,i,11,1.3%,
O=C(NCCCNC(=O)c1ccc(Cl)cc1Cl)c1ccco1,-4%,-0.6%,-0.2%,-7%,8%,1.5,46,3%,i,11,0.4%,
